# Siah-1 displacement – Siah-1 peptide-binding antagonists, primary screen, biochemical, fluorescence polarization, rhodamine-plectin, uHTS (AID 1817); E3 ubiquitin-protein ligase SIAH1 (Homo sapiens); displacement, % at 20 µM, or IC50 in µM where a hit was titrated; Siah-1 / rhodamine-plectin peptide fluorescence polarization; higher % means a stronger effect; 290,000 compounds, 0.02% hits;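 active means displacement of at least 50% at 20 µM, with a fluorescence ratio check between 0.3 and a set limit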;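 further: plate controls were Siah plus tracer with DMSO for no effect and tracer alone without Siah for full effect; strong numbers were not always called active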
# human PMI inhibitors – human PMI inhibitors, high substrate, primary screen, biochemical, fluorescence intensity, high mannose 6-phosphate (AID 1220). Mannose-6-phosphate isomerase (Homo sapiens). recombinant PMI enzyme, coupled fluorescence intensity; higher % means a stronger effect. inhibition, % at 20 µM; hits with a dose series show IC50 in µM. 190,000 compounds, 0.66% hits
# LYP phosphatase – inhibitors of LYP phosphatase, biochemical, fluorescence intensity, uHTS (AID 1779); Tyrosine-protein phosphatase non-receptor type 22 (Homo sapiens); recombinant LYP phosphatase, fluorescence intensity; higher % means a stronger effect; inhibition, % at 11.5 µM, or IC50 in µM where a hit was titrated; 290,000 compounds, 0.054% hits;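 further: plate controls were vehicle with enzyme for no effect and no enzyme for full effect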
# PMI inhibitors – inhibitors of human PMI, primary screen, biochemical, fluorescence intensity, coupled assay (AID 1209). purified PMI enzyme, coupled fluorescence intensity; higher % means a stronger effect. 190,000 compounds, 0.42% hits. Mannose-6-phosphate isomerase (Homo sapiens). inhibition, % at 20 µM; hits with a dose series show IC50 in µM;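 further: plate controls were DMSO vehicle for no effect and wells lacking substrate for full effect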
# M1AAP inhibition – P. falciparum M1AAP inhibitors, biochemical, fluorogenic H-Leu-NHMec substrate, 1536-well (AID 1445); Aminopeptidase N (Plasmodium falciparum (isolate 3D7)); recombinant M1AAP, H-Leu-NHMec fluorogenic kinetic assay; higher % means a stronger effect; inhibition, % at 30 µM; hits with a dose series show IC50 in µM; 220,000 compounds, 0.42% hits;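 active means primary inhibition above the hit cutoff, then over 50% inhibition at one or more dose response concentrations, cut at about 23% in these data, passing the limit was not always enough; inconclusive means conflicting primary data, or primary hits not chosen for dose response; inactive means low primary inhibition, or under 50% at every dose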;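 further: plate controls were DMSO full reaction for no effect and no enzyme background for full effect; strong numbers were not always called active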
# Dynein transport – inhibitors of GR-EGFP nuclear translocation, primary screen, dynein cargo transport inhibitor project, imaging, high-content, 3617.4 mouse cells | test concentration mostly 20 µM; stimulated with dexamethasone, 1 µM; stronger effect = lower value | z-score, hits read low | 220,000 compounds, 0.47% hits;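 active means plate z-score of nuclear minus cytoplasmic receptor signal below a set negative limit, without overly bright fluorescence or cell loss, cut at about -3.5 in these data, passing the limit was not always enough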;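 further: z-score of nuclear minus cytoplasmic ring GR-EGFP intensity difference per well; some compounds called inactive have numbers as strong as hits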
#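 Schedule: 48 h induction, then 1 h compound, then 30 min agonist, 37 °C. Buffer or medium: tetracycline-free induction medium containing charcoal-stripped FBS. Reagent: 1.0 µM final dexamethasone stimulus. Evaluation: nuclear versus cytoplasmic GR-EGFP signal, averaged per well. Signal: high-content fluorescence imaging after fixation.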
# M17LAP inhibition – P. falciparum M17LAP inhibitors, primary screen, biochemical, fluorogenic H-Leu-NHMec substrate, 1536-well (AID 1619). Leucine aminopeptidase (Plasmodium falciparum (isolate 3D7)). recombinant M17LAP, H-Leu-NHMec fluorogenic kinetic assay; higher % means a stronger effect. inhibition, % at 30 µM; hits with a dose series show IC50 in µM. 220,000 compounds, 0.38% hits;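 active means compound inhibiting the enzyme by more than half at any dose during confirmatory dose-response retesting; inconclusive means strong single-dose inhibitors picked by rank but not retested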;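 further: plate controls were full reaction with DMSO carrier for no effect and no enzyme background for full effect; strong numbers were not always called active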
# AID2073 – inhibitors of Mint1-CaV2.2 protein interaction, biochemical, HTRF (AID 2073). Voltage-dependent N-type calcium channel subunit alpha-1B (Homo sapiens). HTRF protein-protein interaction, Mint1-CaV2.2; higher % means a stronger effect. inhibition, % at 20 µM, or IC50 in µM where a hit was titrated. 290,000 compounds, 0.19% hits; in the data active means inhibition mostly above about 51%, no sharp cut-off; inconclusive means no clear call, values can overlap the other calls; inactive means mostly below about 53%; further: some results filed as inactive read as strong as hits
# XIAP antagonists – XIAP antagonists, biochemical, IAP family, fluorescence polarization (AID 1018) | one-dose displacement, % at 20 µM; IC50 in µM for titrated hits | 200,000 compounds, 0.007% hits | XIAP BIR domain, fluorescence polarization peptide displacement; higher % means a stronger effect | E3 ubiquitin-protein ligase XIAP (Homo sapiens); in the data active means displacement above about 50%; further: a part of the inactive calls stands beside numbers as strong as those of hits
# Dynein transport cytoplasmic EGFP – second read-out of Dynein transport, no call of its own (marks repeat the call); z-score; measured here: cytoplasmic GR-EGFP intensity; stronger effect = higher value
# Dynein transport nuclear GR-EGFP – second read-out of Dynein transport, no call of its own (marks repeat the call); z-score; measured here: nuclear GR-EGFP intensity;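 lower value marks the stronger effect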
# Dynein transport cell count – further read-out of Dynein transport, marked with its call; z-score; measured here: cell count per field
# Starred values were filed as active, the others as inactive; i = inactive; ? = inconclusive; / = not tested or not shown. Unless noted, no stated cut-off is given here; in the data, active means inhibition above about 50%; inactive means the rest.
# Value order – Siah-1 displacement	human PMI inhibitors	LYP phosphatase	PMI inhibitors	M1AAP inhibition	Dynein transport	Dynein transport cytoplasmic EGFP	Dynein transport nuclear GR-EGFP	Dynein transport cell count	M17LAP inhibition	AID2073	XIAP antagonists
- CCC(C)(C)c1ccc(Oc2cccc(C(=O)O)c2)cc1
→ 4%	/	0%	/	3%	-0.045	-0.29	-0.049	0.066	7%	6%	/
- CC1CCCCN1C(=O)Cn1cnc2cc([N+](=O)[O-])ccc2c1=O (stereo unspecified)
→ -8%	-1%	0%	-14%	1%	0.092	-0.35	-0.12	0.78	4%	5%	-3.0%
- CCc1cccc(CC)c1NC(=S)/C(=C(\[O-])c1ccc(Cl)s1)[n+]1ccccc1
→ 5%	6%	6%	2%	3%	-1.1	-0.31	-0.19	-0.17	-6%	7%	-8.4%
- CCOc1ccc(OCC)c(NC(=O)CCS(=O)(=O)c2ccc(Br)s2)c1
→ 13%	-2%	8%	1%	5%	-0.085	-0.3	-0.0044	0.084	-4%	-2%	-1.1%
- COc1ccc(-n2nccc2-c2nn(-c3cccc(OC)c3)c(=O)n(C)c2=O)cc1
→ 4%	9%	-3%	6%	1%	0.3	-0.075	-0.085	0.017	-3%	0%	-11%
- COc1ccc(Cl)cc1NC(=S)NCCN1CCOCC1
→ 0%	-10%	-6%	-8%	6%	0.27	-0.13	0.3	-0.33	0%	-18%	-2.6%
- Cc1oc2ccc(O)cc2c1C(=O)c1ccc(Cl)cc1
→ 3%	7%	2%	12%	11%	1.2	-0.21	0.27	-0.53	5%	2%	-4.4%
- COc1ccc(S(=O)(=O)N2CCC(C(=O)NCc3ccccn3)CC2)cc1C
→ 5%	0%	-8%	6%	7%	0.66	-0.23	0.28	0.7	-4%	15%	1.2%
- O=S(=O)(Nn1cnnc1)c1ccccc1Cl
→ 1%	2%	-4%	4%	1%	-0.44	-0.26	-0.42	1.1	-9%	-8%	-1.8%
- O=c1[nH]c(O)c(C=Nc2ccc(Cl)cc2Cl)c(=O)[nH]1
→ 2%	/	-6%	/	0%	1.1	0.22	0.96	-0.23	6%	11%	/
- CCc1ccc(Nc2ccc(S(=O)(=O)N3CCOCC3)cc2[N+](=O)[O-])cc1
→ 2%	4%	-3%	6%	-6%	-1.3	-0.2	-0.8	2.1	3%	-4%	-2.5%
- CCN(CCCNC(=O)c1cn(CC)c2ccc(S(=O)(=O)N(C)C)cc2c1=O)c1cccc(C)c1
→ 0%	32%	2%	19%	5%	i	/	/	-6.1	-3%	1%	-17%
- COCCn1nnnc1C(c1ccccc1)N1CCN(c2ccccc2)CC1 (stereo unspecified)
→ 10%	27%	-6%	-9%	2%	0.73	0.34	0.45	0.72	14%	-1%	-3.5%
- CC(C)(C)c1nn2cnnc2n(/N=C/c2cccc3ccccc23)c1=O
→ 10%	-2%	-6%	5%	9%	-0.16	-0.13	-0.14	-0.83	3%	12%	6.3%
- CC(C)(/C=N/NC(=O)CSCc1ccc(Cl)cc1)CCC#N
→ 3%	12%	-1%	17%	2%	1.3	-0.33	0.45	-1.2	0%	-3%	-22%
- Fc1ccc(C2CC(c3cccs3)=NN2C(=S)Nc2ccccc2)cc1 (stereo unspecified)
→ 5%	0%	2%	8%	11%	-0.59	-0.081	-0.32	-0.48	-3%	-7%	-3.9%
- O=C1CSC2=NCN(c3ccccc3)CN12
→ 0%	12%	-2%	10%	1%	0.05	-0.14	0.28	-0.86	-3%	2%	-1.8%
- CCOC(=O)CSCC(=O)N1N=C(c2cccs2)CC1c1ccc(F)cc1 (stereo unspecified)
→ -2%	-5%	-7%	-3%	5%	-0.79	-0.11	-0.54	-0.16	8%	5%	-2.2%
- COc1cc(CC(=O)Nc2ncc(C)s2)cc(OC)c1OC
→ -2%	13%	0%	12%	3%	2.1	-0.097	1.3	-1.2	-6%	0%	-2.6%
- Fc1ccc(N2CCN(C(c3cccs3)c3nnnn3CCc3ccccc3)CC2)cc1 (stereo unspecified)
→ 4%	5%	-2%	9%	1%	-0.44	-0.25	-0.29	0.52	-3%	-2%	-4.0%
- Cc1c(CCOC(=O)CC23CC4CC(CC(C4)C2)C3)sc[n+]1CC(=O)c1ccc(Br)cc1
→ 4%	3%	-7%	7%	4%	-0.067	0.34	0.12	0.22	10%	14%	-4.8%
- Cn1c(=O)n(C)c2cc(C(=O)Nc3ccc4c(c3)OCO4)ccc21
→ 2%	0%	4%	0%	4%	0.11	-0.23	0.42	-0.059	-6%	-1%	-1.9%
- CCNC(=S)N1CCN(CC)CC1
→ 9%	-8%	-6%	-1%	6%	-0.18	0.25	0.5	-0.38	0%	-17%	-4.2%
- CCn1c(CSc2ncccn2)nnc1SCC(=O)N1CCc2ccccc21
→ -1%	11%	-7%	5%	2%	0.096	-0.2	0.046	0.35	33%	-11%	-3.2%
- CCCc1cc(C(=O)OC)c2ccccc2n1
→ 1%	4%	-5%	7%	1%	1.1	-0.23	0.77	0.093	9%	3%	-6.6%
- Cn1c(SCC(=O)N2CCN(c3ccccc3)CC2)nnc1-c1cc2ccccc2o1
→ 7%	5%	80%*	4%	-1%	-0.44	-0.18	-0.14	-0.027	4%	10%	-6.1%
- O=C(O)C1C2C=CC3(CN(CC(O)COc4ccccc4)C(=O)C13)O2 (stereo unspecified)
→ 0%	6%	6%	-7%	-5%	0.53	-0.18	0.62	0.13	25%	6%	-3.7%
- O=c1[nH]ncc(N2CCN(Cc3ccccc3)CC2)c1Cl
→ -6%	-5%	-8%	-2%	3%	-0.81	-0.24	-0.3	1.1	3%	-4%	-5.3%
- COc1ccc(CN2C(=O)c3ccccc3C2C(=O)NC2CCC(C)CC2)c(OC)c1 (stereo unspecified)
→ 20%	-4%	-5%	-4%	3%	-0.8	-0.27	0.32	-0.12	-4%	2%	-8.4%
- CN(C(=O)c1cccnc1)c1nnc(-c2cccnc2)s1
→ 4%	1%	0%	0%	4%	-0.81	-0.19	-0.19	0.55	4%	11%	-1.9%
- O=C(c1csc2c1CCCC2)N1CCN(c2cccc(C(F)(F)F)c2)CC1
→ -1%	4%	-2%	14%	17%	-0.16	0.37	0.038	0.39	0%	-16%	-20%
- N#CCCCSc1nnc(CSc2nc3ccccc3s2)n1-c1ccccc1
→ 0%	8%	-4%	0%	/	-0.4	-0.42	-0.17	-0.25	/	-2%	-1.1%
- CCOC(=O)c1ccc(NC(=O)CSCC(=O)OCC(=O)c2ccccc2)cc1
→ 6%	7%	-2%	20%	4%	-0.36	-0.33	-0.51	0.74	23%	1%	0.3%
- COc1cccc(CNCCNC(=O)c2ccco2)c1OC
→ 5%	-26%	-11%	-26%	3%	-0.1	-0.26	0.0069	-0.23	4%	2%	-3.2%
- COc1ccc2[nH]c(=O)c(CN(C(C)=O)c3cccc(C)c3)cc2c1
→ 2%	-2%	-2%	-16%	7%	0.069	-0.32	-0.17	0.31	-6%	6%	-4.7%
- N#Cc1ccc(C(c2nnnn2C2CCCC2)N2CCC(Cc3ccccc3)CC2)cc1 (stereo unspecified)
→ -1%	6%	1%	10%	4%	0.77	0.66	0.98	-1.8	4%	-6%	1.6%
- Cc1nc2nc(C)c(CCC(=O)N3CCc4ccccc43)c(C)n2n1
→ 3%	-6%	-8%	1%	3%	-0.52	-0.29	-0.43	0.49	6%	2%	-1.1%
- CC(=O)c1ccc(NC(=O)CN(C)CC(=O)Nc2cccc(F)c2)cc1
→ -5%	-2%	6%	-6%	2%	0.088	-0.25	0.89	-0.97	2%	1%	-3.6%
- c1ccc(OCCOCCSc2ncccn2)cc1
→ 2%	15%	-7%	10%	-3%	1.2	-0.17	0.55	-0.87	7%	-6%	-4.5%
- CCn1c(SCC(=O)OC(C)C)nnc1-c1cccc(Cl)c1
→ 2%	2%	2%	8%	4%	-0.39	-0.052	0.14	-2.3	0%	7%	-2.9%
- CCCc1nc2oc3c(NCCN4CCOCC4)ncnc3c2c2c1CCCC2
→ -1%	-4%	-2%	-5%	/	/	/	/	/	/	0%	-0.8%
- Cc1cc(C)cc(NC(=O)CSc2ccccc2)c1
→ -3%	0%	-6%	7%	-6%	1.2	-0.21	0.62	-0.5	15%	-13%	-5.6%
- CC(C)(C)c1cccc(Oc2nn[nH]n2)c1
→ 4%	-12%	-1%	-10%	3%	-0.73	-0.2	-0.63	1	19%	12%	-4.2%
- CC(C)c1ccc(C2N3CC4([N+](=O)[O-])CN2CC([N+](=O)[O-])(C3)C4(C)C)cc1 (stereo unspecified)
→ 8%	-1%	-10%	6%	-1%	-0.17	-0.2	-0.0072	0.12	-7%	3%	-4.0%
- N#Cc1ccc(OCC(=O)NCCc2ccccn2)cc1
→ -2%	-8%	0%	-12%	3%	0.99	-0.15	0.8	0.78	7%	-4%	-7.1%
- O=C(C1CCCN(Cc2ccccc2)C1)N1CCCCC1 (stereo unspecified)
→ 3%	6%	-10%	9%	-1%	-0.42	-0.32	-0.34	0.47	2%	7%	-2.1%
- Cc1cc(C)cc(OCC(=O)Nc2ccc3c(c2)C(=O)c2ccccc2C3=O)c1
→ -2%	-38%	-8%	-33%	1%	0.062	-0.21	0.095	0.29	5%	3%	-4.1%
- COc1cc(/C=N/Nc2nc3ccccc3[nH]2)ccc1O
→ -11%	12%	-5%	19%	6%	-0.78	-0.23	-0.44	0.35	13%	?	-13%
- CCNC(=S)N(CCc1c(C)[nH]c2ccccc12)Cc1cc(OC)c(OC)c(OC)c1
→ 1%	11%	-5%	12%	-2%	-0.84	-0.0071	0.51	0.25	-8%	-16%	-8.6%
- NC(=O)CSc1nnc(COc2ccccc2)n1CCc1ccccc1
→ 0%	2%	0%	2%	11%	0.027	-0.2	0.012	0.44	3%	42%	-6.3%

# Compound activity: PubChem, several laboratories
